Screening data as filed in PubChem BioAssay.
PfHsp90 set2: growth inhibition of yeast expressing Plasmodium Hsp90. S. cerevisiae expressing PfHsp90, BacTiter-Glo ATP, 48 h; yeast lacking PDR1 and PDR3 efflux regulators. inhibition, % at 9.4 µM. 310,000 compounds, 0.32% hits;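 active means every replicate shows inhibition above about 80%, whatever the replicate mean, limit read from the data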;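 further: 0% = DMSO neutral controls and 100% = 20 µM radicicol positive controls; yeast relying on Plasmodium falciparum Hsp90 in place of its own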
Mot1-301 SUMO: inhibitors of SUMOylation pathway: yeast Mot1-301 growth rescue; S. cerevisiae Mot1-301 growth rescue, ATP luminescence, 38.5C; percent above DMSO median, 100 means doubled; growth rescue, % at 18.8 µM; 320,000 compounds, 1% hits; AID 2716;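 active means every valid replicate shows activation above 250% relative to neutral control wells; inactive means the rest, any valid replicate at or below 250%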;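 further: OY570 slx delta 5 strain wells were the positive control but not used for scaling; some compounds called inactive have numbers as strong as hits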
dFosB act: enhances mouse delta FosB homodimer DNA binding; purified delta FosB, TAMRA-CDK5 oligo fluorescence polarization; percent of positive-control signal above neutral wells; activation, % at 25 µM; 340,000 compounds, 0.99% hits; AID 493131;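 active means mean activation above about 17%, with every replicate also reaching it, limit read from the data, passing the limit was not always enough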;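 further: fluorescence polarization rise as delta FosB binds a TAMRA Cdk5 AP-1 oligo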
RTF Ca sens act: cardiac RTF calcium sensitization. activation, % at 7.2 µM. IANBD-labeled TnC RTF fluorescence at EC20 calcium; 0% EC20 calcium, 100% full calcium. 340,000 compounds, 0.24% hits;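 active means activation above the mean over all tested compounds plus 3 SD, cut at about 30% in these data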;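 further: rise in fluorescence read as greater calcium sensitivity of cardiac thin filaments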
CDK5 p35 inh: blocks human CDK5/p35 kinase activity; Q00535+Q15078; 330,000 compounds, 0.01% hits; inhibition, % at 10 µM; Recombinant CDK5/p35, ADP-Glo luminescence, 60 min;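 active means highest replicate inhibition of at least 50% and at least 75% of replicates reaching 50%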;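 further: plate controls were DMSO neutral control for no effect and GW8510 at 10 µM for full effect; many of its hits are not listed in these tables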
Keap1-Nrf2 PPI: Keap1-Nrf2 (human) interaction inhibition. Keap1 Kelch-Nrf2 peptide fluorescence polarization, 1536-well. inhibition, % at 9.4 µM. 340,000 compounds, 0.15% hits. Q14145. AID 504523; in the data active means inhibition above about 12%;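 further: human Keap1 Kelch domain with fluorescein labeled Nrf2 9mer peptide probe; 0% = neutral control wells and 100% = peptide positive control; higher means more block of Keap1 binding to Nrf2 peptide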
NSD2 HMT inh: inhibitors of human histone methyltransferase NSD2. O96028. NSD2 peptide methylation, AlphaScreen, 120 min. inhibition, % at 12.5 µM. 310,000 compounds, 0.54% hits. AID 743445; in the data active means inhibition above about 50%
Target sequence (O96028 whole entry, looked up): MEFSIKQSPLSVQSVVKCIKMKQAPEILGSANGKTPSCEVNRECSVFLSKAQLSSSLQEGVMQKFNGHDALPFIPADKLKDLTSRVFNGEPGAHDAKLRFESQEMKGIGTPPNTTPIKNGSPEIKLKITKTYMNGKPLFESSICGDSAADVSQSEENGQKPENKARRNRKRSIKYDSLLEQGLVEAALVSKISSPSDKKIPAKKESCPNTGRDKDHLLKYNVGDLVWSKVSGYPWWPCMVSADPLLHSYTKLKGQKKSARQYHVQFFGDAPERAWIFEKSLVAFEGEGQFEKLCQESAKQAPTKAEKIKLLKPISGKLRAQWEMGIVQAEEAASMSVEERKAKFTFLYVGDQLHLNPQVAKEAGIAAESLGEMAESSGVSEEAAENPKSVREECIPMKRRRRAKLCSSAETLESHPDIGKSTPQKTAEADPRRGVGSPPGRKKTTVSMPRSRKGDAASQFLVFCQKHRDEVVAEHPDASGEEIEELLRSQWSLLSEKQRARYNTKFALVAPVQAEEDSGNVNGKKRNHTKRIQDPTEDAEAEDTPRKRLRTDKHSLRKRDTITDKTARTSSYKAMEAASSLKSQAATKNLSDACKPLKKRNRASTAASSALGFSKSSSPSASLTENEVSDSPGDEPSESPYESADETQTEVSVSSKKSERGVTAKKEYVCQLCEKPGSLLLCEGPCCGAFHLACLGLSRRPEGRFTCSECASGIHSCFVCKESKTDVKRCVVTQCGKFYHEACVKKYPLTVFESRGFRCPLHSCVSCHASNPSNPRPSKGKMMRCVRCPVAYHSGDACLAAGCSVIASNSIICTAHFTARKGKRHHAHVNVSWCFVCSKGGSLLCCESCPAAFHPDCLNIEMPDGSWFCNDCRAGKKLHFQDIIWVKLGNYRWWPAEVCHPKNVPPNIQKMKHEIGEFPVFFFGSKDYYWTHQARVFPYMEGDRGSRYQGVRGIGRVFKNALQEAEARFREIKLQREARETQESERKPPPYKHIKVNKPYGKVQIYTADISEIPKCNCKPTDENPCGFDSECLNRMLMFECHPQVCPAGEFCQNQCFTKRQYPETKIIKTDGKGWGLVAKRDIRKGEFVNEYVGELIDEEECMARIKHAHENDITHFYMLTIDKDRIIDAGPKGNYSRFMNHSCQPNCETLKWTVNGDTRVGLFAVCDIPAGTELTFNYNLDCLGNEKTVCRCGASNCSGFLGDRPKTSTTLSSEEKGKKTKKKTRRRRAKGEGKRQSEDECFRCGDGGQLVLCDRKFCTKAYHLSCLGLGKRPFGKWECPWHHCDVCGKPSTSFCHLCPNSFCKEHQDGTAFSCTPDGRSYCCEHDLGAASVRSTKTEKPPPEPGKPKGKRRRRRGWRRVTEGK
C-LANA FP: KSHV C-LANA DNA binding inhibition | MBP-C-LANA/FAM-LBS DNA binding, fluorescence polarization | inhibition, % at 9 µM | 340,000 compounds, 0.078% hits | AID 504423;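 active means highest replicate inhibition at or above 60% at 9 µM, even if other replicates fall short; inactive means all replicates below 60% inhibition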;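 further: 0% = neutral control wells and 100% = 4 µM acridine orange control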
PvdQ inh: blocks Pseudomonas aeruginosa PvdQ acylase activity; purified PvdQ acylase, fluorescence plate reader; inhibition, % at 10 µM; 340,000 compounds, 0.063% hits; in the data active means inhibition above about 30%, passing the limit was not always enough;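 further: 0% = vehicle neutral wells and 100% = reference inhibitor wells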
RTF Ca sens inh: cardiac RTF calcium desensitization; IANBD-labeled cardiac RTF, Ca2+ fluorescence; 340,000 compounds, 0.12% hits; P19429+P45379; inhibition, % at 7.15 µM; AID 493244;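 active means inhibition above the mean inhibition of all tested compounds plus 3 SD, cut at about 17% in these data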;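 further: assay run at fixed EC70 calcium of 1.6 mM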
Rtt109 HAT inh: C. albicans Rtt109 histone acetyltransferase inhibition | Q5AAJ8 | purified Rtt109/Vps75, ThioGlo CoA-SH fluorescence, 4 h | inhibition, % at 34.9 µM | 330,000 compounds, 0.16% hits | AID 540336;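 active means inhibition of at least 50% in every replicate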
The depositor's hits bear a star; . = no result given.

Fields: PfHsp90 set2, Mot1-301 SUMO, dFosB act, RTF Ca sens act, CDK5 p35 inh, Keap1-Nrf2 PPI, NSD2 HMT inh, C-LANA FP, PvdQ inh, RTF Ca sens inh, Rtt109 HAT inh
Cc1ccc(C(=O)NC2c3ccccc3-c3ccccc32)cc1
  -24, -14, 6, 10, -6.5, -1, 1, -0.5, -11, -5, -1
O=C(O)CC(CCc1ccccc1)OC1OC(CO)C(O)C(O)C1O (centres undefined)
  ., 0, -6, -9, 2.9, -4, ., 55, -10, 14, 3
CCOC(=O)Nc1ccc(S(=O)(=O)NCc2ccccc2)cc1
  0, 5, 14, -3, -1.4, -2, ., 0.8, -2, -3, .
CC(C)Cn1c(=O)c(C(=O)Nc2ccccc2S(N)(=O)=O)c(O)c2ccccc21
  -18, -8, 1, -1, -1.2, -6, -1, -0.5, -3, 4, -7
CC1=NN(c2ccccc2C)C(=O)C1
  7, ., -5, 1, -0.6, 0, 1, 0.6, -8, 0, 4
Cc1ccc(NC(=O)c2ccc3nc[nH]c3c2)c(O)c1
  12, 42, -1, 1, -0.7, -5, 7, 1.0, -14, -1, 2
C#CCOCCOCCOCCNc1nc(N2CCN(C(=O)[C@H](CO)n3cc([C@@H](N)C(C)C)nn3)CC2)nc(N2CCN(C(=O)[C@H](CO)n3cc([C@@H](N)C(C)C)nn3)CC2)n1
  -31, ., -3, 3, 0.3, -10, ., 0.0, -14, -2, 7
OCCN1CCN(c2nnc(-c3ccccc3)c3ccccc23)CC1
  -4, 6, 4, 3, 0.6, -2, 4, -1.7, -2, -8, 3
O=C1c2ccccc2CN1CCNS(=O)(=O)c1ccc(Cl)cc1
  -7, 52, 6, -2, -0.6, -4, 2, -0.2, 2, 0, -5
O=[N+]([O-])c1cccc(N/N=C/c2cc([N+](=O)[O-])ccc2O)c1
  -4, 301*, 5, 6, 2.5, 7, 1, -0.9, 2, -9, 8
CN(C1CCS(=O)(=O)C1)S(=O)(=O)c1ccc(N2CCCC2=O)cc1 (centres undefined)
  1, 0, 2, -1, 0.3, -2, ., 0.1, -7, 0, 2
Cc1ccc2nc(Cl)c(/C=N/NC(=O)CN3CCOCC3)cc2c1
  4, 13, -24, 7, -3.8, 0, 3, 0.4, -8, -10, -11
CC(OC(=O)c1ccc(NC(=O)CC#N)cc1)C(=O)Nc1ccc2c(c1)OCCO2 (centres undefined)
  ., 5, -4, -9, 2.2, 0, 0, 0.2, -4, -1, -4
O=C(NC1CCCCCCC1)c1ccco1
  21, 8, -7, 1, 1.9, 3, -3, 2.3, 16, -4, 32
COCCn1c(=NC(=O)CSC(C)=O)sc2cc(OC)ccc21
  -100, 6, -2, 3, -1.3, -4, ., 0.3, -13, -2, 5
COc1ccc(N2CCN(C(=O)c3ccc(S(=O)(=O)NCc4ccco4)cc3)CC2)cc1
  13, 8, 0, 3, 2.4, -3, 4, -0.2, 14, -3, 6
Cc1csc(NC(=O)CCc2c(C)nc3cc(-c4cccc(F)c4)nn3c2C)n1
  6, -11, -11, -1, 1.0, 3, ., -1.2, 3, 0, -6
O=C(Nc1nc(-c2ccncc2)cs1)c1ccc(S(=O)(=O)N2CCOCC2)cc1
  -9, -7, -14, 4, 0.1, -4, 0, 0.9, -14, 4, -11
CC(CN(C)Cc1ccccc1)OC(=O)c1ccc2c(c1)OCCO2 (centres undefined)
  12, -6, -1, -6, -0.7, -3, ., -0.2, -8, -6, 4
CN(C)c1cc(O)c(C(=S)Nc2ccccc2)c(N(C)C)c1
  ., -10, -1, -1, 0.6, -1, ., -0.5, -6, -15, 9
Cc1cc(C)c2c(n1)SCC(=O)N2CC(=O)Nc1cc(F)ccc1F
  -14, 164, 1, 3, 0.4, 0, ., -1.2, -14, -9, -1
CCOC(=O)c1cc2cc(C)ccc2[nH]1
  14, 5, 10, 3, 0.0, 4, -4, 0.7, 15, -5, -7
COc1ccc(OC)c(NC(=O)CCn2c(=S)[nH]c3ccccc3c2=O)c1
  0, 10, -2, -5, -4.0, 2, 4, -0.7, -7, -4, 0
COc1cc(C(=S)N2CCCC2)cc(OC)c1O
  ., 6, -5, 1, -0.6, -7, -1, 0.0, 1, 6, -6
CCc1nnc(NC(=O)c2ccncc2)s1
  -4, 11, -4, -2, -4.4, -9, -4, 1.7, -13, -10, -16
Cc1ccccc1OCc1ccc(C(=O)N2CCOCC2)o1
  -25, -8, 4, 3, 1.5, -8, 2, -0.5, -11, -6, 0
CN(C)c1ccc(Nc2ncnc3ccc(Br)cc23)cc1
  -7, 20, -9, -4, 2.4, -1, 20, -1.4, -5, -10, -4
COc1ccc(Sc2nc3ccccc3n3c(C(F)(F)F)nnc23)cc1
  ., 451, -6, -1, -1.0, -2, 13, 0.1, -11, 0, 2
COc1ccc(CCNC(=O)COC(=O)CCC(=O)c2ccc(F)cc2)cc1OC
  4, -4, -12, 8, -1.8, -4, 1, 1.4, -10, -7, 6
Cc1cc(C)c(S(=O)(=O)O)c(C)n1
  -1, 12, 3, -2, -1.8, 5, -7, -1.7, -7, -8, 11
O=C(CCc1nnc(CCCCc2ccccc2)o1)NCc1cc(F)ccc1F
  -2, -4, -12, -2, 1.2, -3, 1, -1.3, -4, -3, -4
CC1Cc2ccccc2N1Cc1nc2cc(Cl)ccc2c(=O)[nH]1 (centres undefined)
  -32, 13, 5, 2, -0.4, -5, 2, 1.5, -4, 4, 3
CC(=O)Nc1cc([N+](=O)[O-])ccc1N1CCOCC1
  27, ., 1, -1, -1.0, -4, 1, -1.9, -11, -11, 6
CC1CC(C)CN(CCCn2c(=S)[nH]c3ccccc3c2=O)C1 (centres undefined)
  -15, 13, -6, -5, 0.3, -5, 0, -1.0, -14, 0, -4
COc1cc(-c2nnc(NC(=O)CS(=O)(=O)c3ccc(F)cc3)o2)cc(OC)c1OC
  -5, ., -11, -8, -0.6, -8, -1, 0.5, -7, -11, -4
CCc1ccccc1NC(=O)CCS(=O)(=O)c1ccc(C)cc1
  4, -11, -1, 8, 0.9, 2, 3, 0.9, -15, -5, -1
CCOC(=O)c1c(NC(=O)CCN2C(=O)c3ccccc3C2=O)sc(C(=O)OC(C)C)c1C
  ., -7, -13, -5, -1.1, -7, -1, 3.3, 9, -4, 32
OCC1CCCCN1CCNCc1cn[nH]c1-c1cccc2ccccc12 (centres undefined)
  1, 64, 0, -2, 0.4, 2, 3, -1.1, -6, 1, 20
O=c1[nH][nH]c(=O)c2c(NS(=O)(=O)c3ccccc3)cccc12
  -3, -17, -8, 1, 18, 1, -2, 0.4, -14, -5, 4
CCSc1ccc([C@@H]2[C@@H]3C(=O)N(C)C(=O)[C@@H]3[C@]3(C(=O)OC)CCCCN23)cc1OC
  32, -6, -7, 1, -1.3, 4, ., 1.5, -9, -6, 8
Oc1c(I)cc(I)c2cccnc12
  109*, ., 0, -7, 1.8, 4, ., -0.8, 17, 13, 0
Cc1cccc(CC(C)NC(=O)c2cc(COc3ccc(C)c(C)c3)on2)n1 (centres undefined)
  -2, 15, -13, -2, -1.0, -2, 0, -0.5, -10, -3, 8
O=C(Cn1nnc(-c2ccccc2Cl)n1)N/N=C/c1ccc(-c2cccc(Cl)c2)o1
  -15, -3, -17, 2, -1.1, 0, -1, 2.0, -13, -2, -17
CCn1nc(C)c(C(=O)Nc2cc(Oc3ccc(Cl)cc3)cc([N+](=O)[O-])c2)c1C
  ., -23, 4, 5, 0.5, -1, 5, -0.9, -9, -12, 7
CCOC(=O)C1=C(C)Nc2nnnn2C1c1ccccc1Cl (centres undefined)
  16, -13, -2, -2, 0.1, 4, 2, -0.8, 2, -7, 6
Cn1ncc2c(Nc3cccc([N+](=O)[O-])c3)ncnc21
  15, 48, 3, -3, 2.3, 1, -1, -0.1, 5, 2, 6
COc1cc2c(CCNC(C)=O)c[nH]c2cc1Cl
  8, -7, 6, 4, -0.8, -2, ., -0.2, -8, 2, 1
O=c1[nH]cnc2sc3c(c12)CCC3
  13, 626*, -8, 3, 0.6, -3, -2, -1.3, -11, -8, -2
COc1ccc(NC(=O)COC(=O)C(CC(C)C)N2C(=O)C3CC=CCC3C2=O)cc1Cl (centres undefined)
  10, 0, 3, 1, 0.2, 0, -2, 0.9, 3, 0, 7
O=C(NN1C(=O)C2C(c3ccccc3)C=CC(c3ccccc3)C2C1=O)c1cccc(Br)c1 (centres undefined)
  -16, -11, -4, -2, -1.0, -3, -4, -0.2, 1, -12, 3
CCOC(=O)N1CCN(c2cc(=O)n(-c3ccccc3C)c(=O)[nH]2)CC1
  -14, 53, 0, 5, -1.2, -2, 11, 0.4, -5, -3, -3
CCCCCCCNC(=O)C1(CC2CC(c3cccc(Br)c3)=NO2)CCN(C(=O)c2cc(OCC)c(OCC)c(OCC)c2)CC1 (centres undefined)
  5, 9, -2, 10, 2.7, -3, ., 0.9, -8, -14, -13
O=C(CCl)N(c1ccccc1)c1ccccc1
  40, ., 1, -4, -2.3, -2, 13, -1.8, -10, 2, -1
CC1CCN(Cc2c(C(=O)N/N=C/c3ccc(C(C)(C)C)cc3)nnn2-c2nonc2N)CC1
  -12, 3, -8, -12, 1.2, 3, -4, -0.4, 6, 1, 13
O=C(N1CCc2cc(S(=O)(=O)NC[C@H]3O[C@@H](n4ccc(=O)[nH]c4=O)[C@H](O)[C@@H]3O)ccc2C1)C(F)(F)F
  -17, ., -8, -8, -0.6, -4, ., 0.7, -11, -6, 8
O=C(COC(=O)C1(c2ccc(F)cc2)CCCC1)N1CCNC1=O
  1, 12, -8, -4, 1.2, 4, 0, -0.7, -2, -3, -1
CCN(C(=S)NC(=O)Cc1ccc(OC)cc1)c1ccccc1
  4, 2, -7, 2, -1.9, -5, -2, -2.1, -17, -4, -1
CC(Oc1ccc(F)cc1F)C(=O)NNC(=S)NCC1CCCO1 (centres undefined)
  -4, 1, -1, 4, -1.7, -1, ., 0.9, -10, -7, -7
Cc1ccc(/C=N/n2c(-c3ccccc3)n[nH]c2=S)cc1
  12, -13, -1, -4, 0.8, -2, -1, 0.9, 5, 0, 4
CCn1cnc2c1c(=O)n(CC(=O)OC(C)C(N)=O)c(=O)n2Cc1ccccc1 (centres undefined)
  -9, 1, -4, -5, 0.5, 2, -2, -0.2, 8, -7, 12

Next section.
Fields: PfHsp90 set2, Mot1-301 SUMO, dFosB act, RTF Ca sens act, CDK5 p35 inh, Keap1-Nrf2 PPI, NSD2 HMT inh, C-LANA FP, PvdQ inh, RTF Ca sens inh, Rtt109 HAT inh
Cc1cccc(Nc2c3c(nc4ccccc24)CCC3)c1
  -2, -14, -6, ., 0.8, -3, 0, 1.0, 10, ., 23
CCOC(=O)C/C(C)=N\Nc1nc(-c2ccccc2)cs1
  -18, -23, -13, 3, 0.0, -6, ., 1.2, 2, 11, 21
CCC(C)(C)n1nnnc1C(c1cc2cc(OC)c(OC)cc2[nH]c1=O)N1CCc2ccccc21 (centres undefined)
  -7, 7, -11, -4, -0.1, -3, -2, 0.5, -11, 1, -8
Cc1ccc(S(=O)(=O)NC(=O)c2ccc(F)cc2)c(C)c1
  -23, -19, -2, -2, -0.3, -1, -2, -0.5, -2, 3, -3
CCN(Cc1ccccc1)S(=O)(=O)c1cc(C(=O)NC2CCCCCC2)ccc1OC
  5, -15, -12, 4, -2.9, -1, 3, 1.7, -13, -5, 9
